High-throughput results as filed in PubChem.
hgDAF-12 ag – activates the H. glycines DAF-12 receptor ligand-binding domain; HEK293 GAL4-hgDAF12 UAS-luciferase reporter, agonist luminescence; normalized to butyrate control; activation, % at 6.8 µM; actives 1.8% (n = 370,000); AID 687014;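 active means activation above a cutoff set at the mean of all screened compounds plus 3 SD, cut at about 10% in these data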;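 further: 0% = DMSO wells and 100% = sodium butyrate wells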
HGIII-sPLA2 inh – Inhibits HGIII-sPLA2 liposome hydrolysis, primary screen | Q9NZ20 | inhibition, % at 12.2 µM | AID 743126 | QFRET BODIPY PC-A2 liposome hydrolysis, fluorescence | actives 0.56% (n = 370,000);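 active means inhibition above mean plus 3 SD of compounds lying within the high and low control bounds, cut at about 19% in these data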;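 further: 0% = median of test compound wells and 100% = no enzyme DMSO wells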
ADAM17 inh – inhibits human ADAM17 | P78536 | recombinant ADAM17, EDANS/DABCYL FRET peptide cleavage | inhibition, % at 6.95 µM | actives 0.83% (n = 370,000);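 active means inhibition above the mean of compounds lying between control limits plus 3 SD, set per campaign, cut at about 8.5% in these data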;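 further: 0% = DMSO-only wells as the low control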
Target sequence (P78536 215-824 limits assumed): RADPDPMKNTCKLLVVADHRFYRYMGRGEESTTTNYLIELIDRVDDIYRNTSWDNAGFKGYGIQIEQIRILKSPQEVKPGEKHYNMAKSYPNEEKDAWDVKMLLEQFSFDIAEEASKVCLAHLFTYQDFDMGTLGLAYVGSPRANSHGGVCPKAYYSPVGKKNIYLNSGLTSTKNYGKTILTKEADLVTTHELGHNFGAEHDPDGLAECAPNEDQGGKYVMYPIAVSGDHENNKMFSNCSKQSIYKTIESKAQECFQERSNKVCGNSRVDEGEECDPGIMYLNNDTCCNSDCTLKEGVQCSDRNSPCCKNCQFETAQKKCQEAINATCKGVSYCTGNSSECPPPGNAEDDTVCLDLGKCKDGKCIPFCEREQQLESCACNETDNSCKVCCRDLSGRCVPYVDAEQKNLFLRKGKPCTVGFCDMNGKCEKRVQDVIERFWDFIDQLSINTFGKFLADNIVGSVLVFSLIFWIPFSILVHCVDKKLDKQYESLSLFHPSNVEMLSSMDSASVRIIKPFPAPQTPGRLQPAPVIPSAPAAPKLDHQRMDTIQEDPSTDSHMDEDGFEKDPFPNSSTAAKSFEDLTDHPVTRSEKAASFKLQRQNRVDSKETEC
PLCb3 inh – inhibitors of human phospholipase C beta3. Purified PLC-beta3, fluorogenic substrate, fluorescence. Q01970. inhibition, % at 12.2 µM. actives 0.18% (n = 370,000). AID 720704; in the data active means inhibition above about 11%;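 further: 0% = median of compound wells on plate and 100% = full blocker control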
ssDAF-12 act – S. stercoralis DAF-12 activation, primary screen | HEK293 ssDAF-12/GRIP1 lit1-tk-luc reporter, luminescence; % of 3 µM dafachronic acid response | activation, % at 6.8 µM | actives 1% (n = 370,000) | AID 652126;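 active means activation above the mean over all tested compounds plus 3 SD, cut at about 0.9% in these data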;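 further: 0% = DMSO-only wells and 100% = 3 µM delta7-dafachronic acid wells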
PLCg1 inh – blocks human PLC-gamma1 enzyme activity; P19174; inhibition, % at 12.2 µM; AID 720700; purified PLC-gamma1, fluorogenic substrate, fluorescence; actives 0.84% (n = 370,000); in the data active means inhibition above about 9.5%
ADAM10 inh – inhibitors of human ADAM10. recombinant ADAM10, EDANS/DABCYL FRET peptide cleavage, 3 h. inhibition, % at 7 µM. actives 0.62% (n = 370,000). AID 720582;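 active means inhibition above a per-campaign cutoff equal to the mean of compounds falling between control-based bounds plus 3 SD, cut at about 20% in these data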;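 further: 0% = DMSO wells while the 100% control is not disclosed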
hcDAF-12 act – H. contortus DAF-12 activation, primary screen; activation, % at 6.8 µM; HEK293 hcDAF-12 lit1-tk-luc reporter, luminescence; 0% DMSO, 100% Δ7-dafachronic acid; actives 1.4% (n = 370,000); AID 652067;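 active means activation above the mean of all tested compounds plus 3 SD, cut at about 5.5% in these data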;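 further: 100% = response to 3 µM Δ7-dafachronic acid high control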
FXN GAA850 act – activators of GAA850 frataxin (FXN) promoter; HEK293 lucGAA850 FXN promoter luciferase reporter, 24 h; percent of 10 µM SAHA response; activation, % at 6 µM; AID 540364; actives 0.56% (n = 360,000);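 active means activation above the average of all compounds screened plus 3 SD, cutoff fixed separately per campaign, cut at about 7.5% in these data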;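 further: 0% = DMSO wells and 100% = 10 µM SAHA wells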
DAX1 inh-1 – inhibitors of DAX1 repression of SF-1 activated StAR promoter; HEK293T StAR-luciferase reporter, SF-1/DAX-1 repression relief; inhibition, % at 6.8 µM; actives 1.1% (n = 370,000); AID 652010;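 active means inhibition above the mean over all tested compounds plus 3 SD, cut at about 3.6% in these data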;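 further: 0% = DAX-1 cells with DMSO and 100% = cells lacking DAX-1 with DMSO; higher inhibition means more luminescence from relief of DAX-1 repression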
DAX1 inh-2 – inhibitors of human orphan nuclear receptor DAX1 (NR0B1); P51843; HEK293 Gal4-DAX1 luciferase reporter, luminescence; inhibition, % at 6.75 µM; actives 0.99% (n = 340,000); AID 504766;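 active means inhibition above the mean over all tested compounds plus 3 SD, cut at about 4.2% in these data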;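 further: 0% = DAX1-transfected cells with DMSO and 100% = empty-vector control cells with DMSO; inhibition shows as a rise in luminescence from relieved DAX1 repression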
Target sequence (P51843 207-470 limits assumed): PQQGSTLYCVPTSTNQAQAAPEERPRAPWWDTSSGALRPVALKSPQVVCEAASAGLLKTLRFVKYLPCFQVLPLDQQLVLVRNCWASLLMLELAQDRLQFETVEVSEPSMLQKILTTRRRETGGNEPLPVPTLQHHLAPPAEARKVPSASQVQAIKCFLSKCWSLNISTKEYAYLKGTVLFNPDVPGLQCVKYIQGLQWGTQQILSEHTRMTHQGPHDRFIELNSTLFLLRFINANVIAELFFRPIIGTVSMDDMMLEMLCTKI
Active calls of the source: *; · = no result given.

SMILES	hgDAF-12 ag	HGIII-sPLA2 inh	ADAM17 inh	PLCb3 inh	ssDAF-12 act	PLCg1 inh	ADAM10 inh	hcDAF-12 act	FXN GAA850 act	DAX1 inh-1	DAX1 inh-2
CCOC1CCc2c(C)nc(N)nc2S1 (stereo unspecified)	-2.0	0	0	-3	-1.0	2	1	-1.9	3.1	-0.3	0.9
NC(=O)c1ccccc1NS(=O)(=O)Cc1ccc(Cl)cc1	-2.3	-3	-133	-82	-1.4	-69	-417	-1.6	0.8	0.7	0.6
O=C(O)c1cccc(S(=O)(=O)N2CCN(S(=O)(=O)c3ccc4ccccc4c3)CC2)c1	-1.9	2	-5	-9	-0.8	0	0	-2.0	0.5	-1.6	-1.2
Cc1cccc(OCC(O)Cn2c(=N)n(Cc3ccccc3)c3ccccc32)c1 (stereo unspecified)	-1.4	9	-18	1	-1.1	12*	9	-0.2	-2.7	0.1	2.1
CCC1CCCCN1S(=O)(=O)c1ccc2c(c1)CCN2C(=O)C1CCC1 (stereo unspecified)	-3.2	-8	-1	2	-1.5	-2	0	-2.3	3.1	-0.9	-1.1
COC(=O)[C@@]12C[C@@H](CC(=O)N3CCSCC3)C(=O)N(Cc3ccc4c(c3)OCO4)C1=CCC(C)(C)C2	-2.0	2	-5	2	-0.8	0	-14	-1.9	·	-0.3	·
COc1cccc(NC(=O)c2ccc(NC(C)=O)cc2)c1	0.9	5	-7	2	-1.1	-1	4	0.3	2.4	0.8	-0.2
COc1ccc(-n2nnnc2C2c3ccccc3C(=O)N2C2CCN(Cc3ccccc3)CC2)cc1 (stereo unspecified)	-2.1	0	0	3	-1.3	0	-10	1.3	·	2.2	·
CC(CCc1ccccc1)NC(=O)CNC(=O)c1ccccc1Br (stereo unspecified)	-2.4	-5	0	-4	-0.7	4	3	-1.1	0.1	-1.0	1.3
CCOc1ccc(CN(C(=O)/C=C/c2ccco2)C2CCS(=O)(=O)C2)cc1 (stereo unspecified)	-0.8	2	-4	-6	-1.2	-1	1	-3.0	0.3	-2.1	0.0
CC#CCOCC1CNC(=O)O1 (stereo unspecified)	-2.6	13	-1	-13	-1.2	-3	-19	0.7	-0.7	-0.5	-1.0
O=C(c1ccco1)N1CCCC(c2nc3c(nnn3Cc3ccc(F)cc3)c(=O)[nH]2)C1 (stereo unspecified)	1.2	-1	3	-3	-0.9	0	-2	-3.0	0.7	0.0	-0.8
COc1ccc(C2OC(=O)CC2C(=O)NCc2ccc(F)cc2)cc1OC (stereo unspecified)	3.7	1	-5	-1	-0.9	2	-1	-1.2	1.1	-1.0	-0.4
CO[C@H]1CN(C)C(=O)c2ccc(NC(=O)NC(C)C)cc2OC[C@H](C)NC[C@H]1C	0.0	11	-5	-3	-1.3	1	-4	0.2	·	0.3	·
OCc1c(OCc2cccc(F)c2)ccc2ccccc12	6.3	-10	2	-7	0.3	2	5	4.3	3.8	0.5	0.4
Cc1ccc(-n2[nH]c(C)c(C=Nc3cc(C)ccn3)c2=O)cc1	2.1	-4	-3	0	-1.0	2	-8	0.3	-2.4	0.1	0.0
Cc1ccc(NC(=O)C2c3ccccc3Oc3ccccc32)c(C)c1	-0.6	6	-2	1	-0.9	-1	-7	-1.8	1.2	0.3	-0.3
COc1cc(C(=O)OCCn2c(=O)c3c(ncn3CCN(C)C)n(C)c2=O)cc(OC)c1OC	-2.1	1	5	4	-0.5	2	0	-3.1	1.7	0.3	-0.3
N/C(=N\OC(=O)COc1ccccc1Cl)c1ccccn1	9.6	9	1	-1	1.1*	4	0	6.9*	6.3	5.9*	0.3
CCCNC(=O)C(Cc1ccccc1)NC(=O)c1ccc(C(C)(C)C)cc1 (stereo unspecified)	1.9	6	2	-20	-1.5	0	-5	0.5	0.6	0.1	1.1

Printed as active in ssDAF-12 act (from the list above):
compound | HGIII-sPLA2 inh | ADAM17 inh | PLCb3 inh | ssDAF-12 act | PLCg1 inh | ADAM10 inh | hcDAF-12 act | DAX1 inh-1 | DAX1 inh-2
N/C(=N\OC(=O)COc1ccccc1Cl)c1ccccn1 | 9 | 1 | -1 | 1.1* | 4 | 0 | 6.9* | 5.9* | 0.3

New compounds follow:
SMILES	hgDAF-12 ag	HGIII-sPLA2 inh	ADAM17 inh	PLCb3 inh	ssDAF-12 act	PLCg1 inh	ADAM10 inh	hcDAF-12 act	FXN GAA850 act	DAX1 inh-1	DAX1 inh-2
C#CCOCCOCCOCCNc1nc(N2CCN(C(=O)Cn3cc(CCCN=C(N)N)nn3)CC2)nc(N2CCN(C(=O)[C@H](CCCCN)n3cc(CCC(=O)O)nn3)CC2)n1	1.1	4	-3	2	-0.6	-2	-5	0.2	0.2	-0.2	0.2
CN(C)C(=O)N1CCN(C(=O)c2ccco2)CC1	-1.6	-1	0	2	-0.3	2	-4	-1.4	4.1	-0.7	-0.4
O=C(Nc1nc2ccccc2s1)c1cccc(N2C(=O)CCC2=O)c1	6.7	0	1	-10	0.0	2	1	3.0	2.2	3.1	0.7
Cn1c(O)c(N=NC(=O)C2COc3ccccc3O2)c2ccccc21 (stereo unspecified)	3.4	1	-6	-5	-0.5	-1	-3	1.8	1.2	-0.3	-0.6
O=C(Nc1cc(S(=O)(=O)N2CCOCC2)ccc1O)c1ccc2c(c1)S(=O)(=O)c1ccccc1C2=O	-6.1	-1	-4	-1	-0.4	-1	1	-0.7	1.9	-0.3	0.2
O=C(CCc1nc2ccccc2[nH]1)Nc1ccc2c(c1)OCCO2	0.7	-3	-1	2	-1.1	2	-5	0.0	0.0	-0.9	0.5
Fc1ccc(-c2ccnn2-c2ccccc2)cc1	0.4	14	-5	-6	-0.8	5	-7	-0.8	2.6	-0.1	3.0
C=CCNC(=O)CN1CCC(n2nnc3cc(C(F)(F)F)ccc32)CC1	-3.0	10	0	-2	-0.8	3	-11	-1.8	0.6	0.1	-0.4
O=C(CN1C(=O)N/C(=C\c2ccccc2OCc2ccc(C(=O)O)cc2)C1=O)Nc1ccc(F)cc1	2.0	-44	-5	-24	-0.4	-9	-10	1.5	0.6	1.0	-1.3
CCn1cc(CNC(=O)c2cc([N+](=O)[O-])c(C)c([N+](=O)[O-])c2)cn1	-0.4	12	-4	-2	-0.8	-1	-4	0.7	1.1	-0.7	-0.9
CC(=O)OCCCCCCCCCCC[N+]1(C)CCCCC1	-2.2	3	3	0	-0.8	-2	2	-0.9	0.1	-0.8	-1.8
O=C(Nc1ccc(SC(F)F)cc1)c1ccc2nccnc2c1	3.0	-5	0	-1	-2.2	2	3	-2.8	-0.2	-1.6	-2.6
COc1ccc2c(CC(=O)N3CCN(S(=O)(=O)c4ccc(F)cc4)CC3)coc2c1	0.3	-20	-6	-28	-1.4	-19	-27	-1.4	0.8	-0.2	0.7
Cc1ccc(CNC(=O)C2CCN(S(=O)(=O)c3ccc4nc5c(c(C(=O)O)c4c3)CC(C)CC5)CC2)cc1 (stereo unspecified)	1.0	-2	-10	-62	-0.7	-33	-21	0.6	-0.3	-0.3	0.7
Cc1cccc(N(C(=O)c2snc(C(N)=O)c2N)C(C(=O)NCc2ccccc2)c2ccncc2)c1 (stereo unspecified)	-0.6	-18	-16	-90	-0.7	-67	-58	-1.0	0.7	-0.5	-0.3
CCOc1ccc(CCNC(=O)CN(C)S(=O)(=O)c2cccc3nsnc23)cc1OCC	-3.0	9	1	3	-0.9	3	-3	-1.0	-1.1	-0.8	-1.4
NS(=O)(=O)c1cccc(NC(=S)NCc2ccccc2)c1	-0.7	4	0	-1	-1.0	1	-3	1.8	1.6	-1.6	2.2
COc1ccc(NC(=O)CSc2ccc(-c3ccco3)nn2)cc1OC	-1.2	2	0	-5	-0.3	-3	-4	-2.0	-0.6	-1.4	0.0
Cc1nc2c(cc1N)nc(C)n2Cc1ccccc1	0.5	3	-186	-91	-1.4	-41	-458	-0.4	2.7	0.0	-0.7
C#CCOc1ccc(/C=C2/C(=O)N(c3ccc(S(N)(=O)=O)cc3)N=C2C)cc1OC	0.4	2	2	6	-1.5	4	5	-0.3	4.8	1.4	-0.1
CCn1cc(CNCc2c(C(=O)N3CCCCC3)nc3c(C)cccn23)cn1	-8.6	1	-1	-1	-1.0	-2	-7	-0.3	1.6	0.0	1.2
CCn1cc(C(=O)NCC(=O)OC)c2cc(OC)c(OC)cc2c1=O	1.5	0	-5	2	-1.6	3	-4	-2.1	3.2	-0.7	-0.6
Cc1cccc(CCNS(=O)(=O)c2ccc3c(c2)NC(=O)CO3)c1	-1.6	-29	-1	-8	-1.1	-1	1	-2.0	1.0	-0.5	-0.3
CN(C)[C@@H]1CCC[C@@H]1OC(=O)C(c1ccccc1)c1ccccc1	1.0	-7	2	1	-1.5	1	3	-0.1	1.1	0.5	-0.5
CCCCC1CC1C(=O)Nc1ncc2c(n1)CC(C)(C)CC2=O (stereo unspecified)	-0.2	0	-3	1	-1.2	1	-6	0.6	0.4	0.3	-0.6
Cc1ccccc1OCC(O)Cn1c(SC(C)C)nc2c1c(=O)[nH]c(=O)n2C (stereo unspecified)	-2.7	-9	-3	-1	-1.6	-2	-10	-1.6	-2.3	-0.9	-1.7
O=C(Cc1cccs1)Nc1ccccc1F	1.3	9	-2	-4	-1.6	-3	-5	0.4	1.4	-0.6	0.3
O=c1cc(CN2CCCCC2)nc(C2CC2)[nH]1	-2.4	-3	6	10	-1.4	0	-2	-1.7	1.1	0.4	1.1
CN(C)CCN(Cc1ccccc1)C(c1ccnc2ccccc12)c1nnnn1-c1ccc2c(c1)OCCO2 (stereo unspecified)	-0.7	-11	-5	-6	-1.1	-4	-16	-1.4	·	0.5	·
COCCOC(=O)c1c(C)oc2ccc(O)c(CN3CCC(C)CC3)c12	-0.8	6	-5	-1	-1.5	0	6	-1.5	0.0	-0.3	0.0
O=C(CCNC(=O)c1ccc(Br)cc1)NCc1ccccc1F	-2.9	2	0	-6	-0.7	3	-1	-1.0	1.1	0.3	0.6
COc1ccc(CCNC(=O)[C@H](CC(C)C)NC(=O)N2CCn3c2nc2ccccc23)cc1OC	-3.1	-6	-3	-2	-1.5	-1	2	-1.5	-1.5	-0.8	-0.5
Cc1nc(C)c(-c2ccc(SCc3ccccc3F)nn2)s1	6.5	-3	-1	-12	-0.3	-1	2	5.1	5.2	0.7	1.4

One compound at a time (already shown):
`COc1ccc(NC(=O)CSc2ccc(-c3ccco3)nn2)cc1OC` in the list: hgDAF-12 ag = -1.2; HGIII-sPLA2 inh = 2; ADAM17 inh = 0; PLCb3 inh = -5; ssDAF-12 act = -0.3; PLCg1 inh = -3; ADAM10 inh = -4; hcDAF-12 act = -2.0; FXN GAA850 act = -0.6; DAX1 inh-1 = -1.4; DAX1 inh-2 = 0.0
`Cc1nc(C)c(-c2ccc(SCc3ccccc3F)nn2)s1` in the list: hgDAF-12 ag = 6.5; HGIII-sPLA2 inh = -3; ADAM17 inh = -1; PLCb3 inh = -12; ssDAF-12 act = -0.3; PLCg1 inh = -1; ADAM10 inh = 2; hcDAF-12 act = 5.1; FXN GAA850 act = 5.2; DAX1 inh-1 = 0.7; DAX1 inh-2 = 1.4
